Screening results from PubChem BioAssay.
Calb biofilm kill: clotrimazole potentiators killing Candida biofilms, primary screen, with clotrimazole, Alamar Blue; AID 834, 2007; C. albicans biofilm + clotrimazole; 85,000 tested, 0.14% active; inhibition, % at 6 µM;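 active = inhibition above 20%; inactive = inhibition below 20%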;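 note: preformed 24 hr biofilms exposed to compound for 48 hr; 0% = biofilm without compound and 100% = blank killed by clotrimazole plus chlorhexidine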
HUVEC tox TNFa: cytotoxicity in TNFa-stimulated HUVEC, primary screen, cytotoxicity control for VCAM1 expression modulator project, imaging, Hoechst nuclei count | HUVEC TNFalpha-stimulated, Hoechst cell count | cell count reduction, % at 2 µM | 93,000 tested, 0.17% active | AID 848, 2007;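 active = cell count reduction exceeding the screen mean by over 5 SD, scaled to untreated wells per plate, cut at about 78% in these data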;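 note: cells counted after 24 h of TNF alpha exposure following the 1 h pretreatment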
VCAM1 TNFa inh: inhibitors of TNFa-induced VCAM1 expression, primary screen, imaging, HUVEC, TNFa stimulus, immunofluorescence; 95,000 tested, 0.48% active; AID 802, 2007; HUVEC TNFa-induced VCAM-1 immunofluorescence, high-content imaging; inhibition, % at 2 µM;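 active = inhibition above the batch mean plus 3 SD, with images confirmed as a hit by eye, cut at about 37% in these data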;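 note: 0% = TNF-stimulated DMSO wells and 100% = unstimulated control wells; not every result past the cut was called active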
IL1B cytotox: cytotoxicity in IL-1B stimulated HUVEC, primary screen, cytotoxicity control for IL-1B NFkB translocation project, imaging, Hoechst nuclear count, IL-1B stimulus. HUVEC cell count loss. cell count reduction, % at 2 µM. 94,000 tested, 0.41% active. AID 845, 2007;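 active = cell count reduction more than 3 SD above the screen-wide mean, cut at about 70% in these data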;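 note: normalized per plate to untreated control cells as the no-loss baseline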
Smad3 FoxH1 inh: Smad3/FoxH1 peptide binding inhibitors, primary screen, biochemical, TR-FRET. TR-FRET Smad3/Dy647-FoxH1 peptide binding, europium anti-His. AID 630, 2007. inhibition, % at 25 µM. Mothers against decapentaplegic homolog 3 (Homo sapiens), P84022. 88,000 tested, 0.29% active;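 active = compounds that reduce the energy-transfer binding signal between the protein and its labelled peptide by more than half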;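 note: 0% = Smad3 plus labelled peptide maximal FRET and 100% = peptide-only background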
Target sequence (P84022 whole entry, looked up): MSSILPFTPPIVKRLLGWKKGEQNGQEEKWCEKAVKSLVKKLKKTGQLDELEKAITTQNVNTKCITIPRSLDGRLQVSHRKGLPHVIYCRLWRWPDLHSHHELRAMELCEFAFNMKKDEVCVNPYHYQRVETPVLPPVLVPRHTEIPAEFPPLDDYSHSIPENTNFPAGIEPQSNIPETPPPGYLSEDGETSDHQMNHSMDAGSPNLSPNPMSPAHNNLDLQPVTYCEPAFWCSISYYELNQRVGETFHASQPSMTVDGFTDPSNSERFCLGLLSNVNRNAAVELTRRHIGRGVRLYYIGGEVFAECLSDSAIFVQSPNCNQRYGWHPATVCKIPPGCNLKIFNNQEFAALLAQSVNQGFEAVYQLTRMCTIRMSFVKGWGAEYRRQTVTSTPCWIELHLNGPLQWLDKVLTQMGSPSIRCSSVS
sEH inh: soluble epoxide hydrolase inhibitors, primary screen, biochemical, human sEH. Bifunctional epoxide hydrolase 2 (Homo sapiens), P34913. recombinant human sEH enzymatic activity assay. inhibition, % at 2 µM. 91,000 tested, 0.34% active. AID 707, 2007; in the data active = inhibition above about 80%; note: values of inactives mirror those of a sister screen read the other way; many of its hits are not listed in these tables
ERb SRC1 inh: inhibitors of ERβ-SRC1 coactivator interaction, primary screen, biochemical, TR-FRET, ERβ LBD, SRC-1 peptide; inhibition, % at 25.6 µM; TR-FRET ER-beta LBD / SRC1-Cy5 peptide binding; receptor agonist-loaded with 1 µM estradiol; 86,000 tested, 1.3% active; Estrogen receptor beta (Homo sapiens), Q92731;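 active = compounds whose percent inhibition of the receptor-coactivator binding signal exceeds about 50% in the single-dose screen, limit read from the data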;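 note: 0% = receptor plus peptide wells without compound and 100% = peptide-only wells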
Target sequence (Q92731 whole entry, looked up, the tested form may be a part): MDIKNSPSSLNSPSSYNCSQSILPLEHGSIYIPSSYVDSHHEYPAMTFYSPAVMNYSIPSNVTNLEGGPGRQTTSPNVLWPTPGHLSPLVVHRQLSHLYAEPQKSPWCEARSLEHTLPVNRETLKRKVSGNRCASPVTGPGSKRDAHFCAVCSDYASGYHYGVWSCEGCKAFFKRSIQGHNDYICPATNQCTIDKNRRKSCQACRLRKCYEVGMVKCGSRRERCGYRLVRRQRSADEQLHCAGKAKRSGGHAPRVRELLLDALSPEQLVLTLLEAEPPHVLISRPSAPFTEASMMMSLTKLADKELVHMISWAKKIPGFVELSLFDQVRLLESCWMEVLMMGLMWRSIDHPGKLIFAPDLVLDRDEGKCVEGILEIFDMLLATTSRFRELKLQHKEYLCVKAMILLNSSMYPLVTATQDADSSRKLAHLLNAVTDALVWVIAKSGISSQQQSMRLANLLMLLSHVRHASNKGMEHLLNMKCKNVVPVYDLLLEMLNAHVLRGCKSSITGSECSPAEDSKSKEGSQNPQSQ
cytoskel mod: modifiers of F-actin cytoskeleton organization, primary screen, imaging, HUVEC, phalloidin staining, high-content imaging. HUVEC TNFa F-actin phalloidin imaging. inhibition, % at 2 µM. 91,000 tested, 0.18% active. AID 836, 2007;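 active = inhibition above the batch mean plus 3 SD and confirmed as a hit by visual image inspection, cut at about 30% in these data, passing the limit was not always enough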; note: strong numbers were not always called active
sEH act: soluble epoxide hydrolase activators, primary screen, biochemical, human sEH; purified human sEH enzymatic activity, activator screen; activation, % at 2 µM; 91,000 tested, 0.04% active; in the data active = activation above about 37%; note: values of inactives mirror those of a sister screen read the other way
An asterisk follows results filed as active; · = no result given; [ ] = dose if it differs, or a comment. Not all compounds are listed; count on the stated rates, not on these rows.

SMILES	Calb biofilm kill	HUVEC tox TNFa	VCAM1 TNFa inh	IL1B cytotox	Smad3 FoxH1 inh	sEH inh	ERb SRC1 inh	cytoskel mod	sEH act
CCc1nc(SCC(=O)Nc2c(C)nn(C)c2C)c2cnn(-c3ccccc3)c2n1	5	22	14	-22	6	7	16	8	-3
Cc1ccc(C(=O)NNC(=O)CSc2nnc(-c3ccncc3)n2-c2ccc(C)cc2)cc1	·	4	-10	-17	·	1	·	-2	2
CCN1CCN(CC(=O)NC2CCCCC2)C(=O)C1=O	4	1	-6	-16	2	-6	-16	-4	8
CCc1ccc(-c2nc(CSCC(=O)N3CCN(c4ncccn4)CC3)c(C)o2)cc1	·	-23	-1	-12	·	-1	·	9	-1
Cc1nn(CC(=O)NCc2ccccc2)c(=O)c2ccccc12	7	-33	2	-3	6[fluorescence artefact?]	·	-20[fluorescence artefact?]	0	·
Cn1c(CNS(=O)(=O)c2ccc(Cl)cc2)n[nH]c1=S	·	10	-3	-8	·	-4	·	-13	6
Cn1c(C2CCCN2C(=O)OC(C)(C)C)n[nH]c1=S (stereo unspecified)	1	·	·	-23	-2	5	-13	10	-4
O=C(Nc1nc(-c2ccc3c(c2)OCO3)cs1)c1ccncc1	-6	5	-16	-2	-10	-3	41[fluorescence artefact?]	-7	1
O=C(CN(C1CCCCC1)S(=O)(=O)c1ccc(F)cc1)Nc1ccc2c(c1)OCO2	1	-12	8	23	13	-1	0[fluorescence artefact?]	19	2
COC(=O)c1sc(S(=O)(=O)N2CCC(C(=O)O)CC2)c(C(=O)OC)c1C	·	-20	-43	-15	·	15	·	-5	-14
CC(C)Nc1nc(NC(C)C)nc(OCCOC(=O)Nc2ccccc2)n1	-2	8	0	36	-7	1	-7	-13	0
COC(=O)c1ccc(-c2nc(O)c3cnccn23)cc1	10	·	·	23	4	-26	-8[fluorescence artefact?]	-3	28
Cc1ccccc1Oc1ccc(S(=O)(=O)NCCC(=O)O)cc1	4	8	1	·	-10	·	11	-4	·
CC(=O)N1CCN(CC(O)COc2ccc(OCc3ccccc3)cc2)CC1 (stereo unspecified)	9	-25	5	0	4	-1	-15	21	0
O=C(COC(=O)c1cccnc1)Nc1ccc(F)cc1	1	-7	-26	-5	1	9	1[fluorescence artefact?]	-5	-6
Cn1c(Br)nc2c1c(=O)n(CC(O)COc1ccccc1)c(=O)n2C (stereo unspecified)	6	-15	4	0	-9	·	-11	18	·
CCOC(=O)Cn1cnc2c(nnn2Cc2ccc(Cl)cc2)c1=O	9	32	25	-8	8	-8	-1[fluorescence artefact?]	27	8
Cc1cc(C)c2c(c1)-c1c(ssc1=S)C(C)(C)N2C(=O)CSc1nncn1C	5	-44	9	-19	-7	-6	-4	46	4
CC(C)C(c1nnnn1Cc1ccccc1)N(Cc1ccco1)Cc1cccs1 (stereo unspecified)	4	-3	-8	3	4	-20	4[fluorescence artefact?]	1	21
COC(=O)c1c(NC(=O)C2CC=CCC2C(=O)O)sc(C)c1C (stereo unspecified)	3	8	-6	10	-3	-16	5	-5	14
Cc1ccc(/C(N)=N/OC(=O)Cc2cccs2)cc1	·	-6	-25	16	·	-22	·	13	27
Cc1oc(-c2ccc(Cl)cc2)nc1CN1CCC(C(=O)NCCCN2CCCC2=O)CC1	8	12	1	-9	-16	-9	0	-15	8
CCOc1ccc(Cl)cc1CN1CCOCC1	5	0	10	21	4	2	-9	-24	-1
S=C1NCCc2ccc(Cl)cc2C1c1ccccc1 (stereo unspecified)	12	0	10	11	8	-3	1	-11	5
CCCNC(=O)COC(=O)c1ccccc1OCc1ccc(Cl)cc1	·	-17	1	-61	·	-17	·	-2	16
CCOC(=O)CSc1nnc(C2CCCCC2)n1C	7	-19	4	-33	6	·	-21[fluorescence artefact?]	-8	·
Nc1nc(-c2ccco2)cs1	3	-12	21	-4	3	·	4	3	·
O=c1c(Oc2ccccc2Br)c(C(F)(F)F)oc2c(CN3CCCC3)c(O)ccc12	6	-18	17	20	1	0	-1	-41	-1
COc1ccccc1NS(=O)(=O)c1ccc(NC(=O)CCNC(=O)c2ccco2)cc1	5	-12	-9	-14	2	7	-12[fluorescence artefact?]	-10	-6
c1ccc2c(COn3nnc4ccccc43)cccc2c1	2	1	15	17	-3	-14	-7	3	14
O=C(CSc1nnc(COc2ccccc2F)n1-c1ccccc1)NCc1ccco1	-1	2	-4	10	6	-8	-4	-3	6
COc1ccc(/C=C(/NC(=O)c2ccccc2)c2nc3ccccc3[nH]2)cc1OC	·	-2	19	-10	·	7	·	-9	-5
Cc1ccc(NC(=O)c2cc(NC(=O)CCCC(=O)O)ccc2Cl)cc1Cl	·	-14	-17	2	·	6	·	7	-2
Cc1[nH]nc2c1C(c1ccccn1)N(c1ccc(Br)cc1)C2=O (stereo unspecified)	6	-1	2	-19	12	-6	-3	-29	4
O=C(Nc1ccc(Nc2ccccc2)cc1)C1CC1	7	-14	15	-148	4	7	25	-6	-6
CCOC(=O)C1CCCN(C(=O)C2CCN(S(=O)(=O)c3cccs3)CC2)C1 (stereo unspecified)	9	-13	7	-20	1	2	2[fluorescence artefact?]	0	-1
COc1ccc2nc3oc(C(=O)N4CCN(c5ccccc5F)CC4)cc3cc2c1	8	6	0	-26	-8	-1	24[fluorescence artefact?]	13	-1
CCCc1nnc(NC(=O)CC(=O)OCC)s1	3	-5	12	-22	14	1	6[fluorescence artefact?]	-4	-1
CCOC(=O)C1=C(C)Nc2ncnn2C1c1ccccc1F (stereo unspecified)	9	1	33	-70	11	5	-32[fluorescence artefact?]	2	-2
Nc1nc(C2CCCN2S(=O)(=O)c2ccc(Cl)cc2)cs1 (stereo unspecified)	4	9	0	-28	-4	3	2[fluorescence artefact?]	-39	-3
O=C(NCCN1CCN(C(=O)C(c2ccccc2)c2ccccc2)CC1)C(=O)Nc1ccccc1	·	2	-8	-18	·	-2	·	-1	5
Cc1ccccc1NC(=O)CCSc1nnnn1-c1ccccc1	7	-14	-8	-21	-4	3	5	-5	0
Cc1c(O)ccc(C(=O)COc2ccc(F)cc2)c1O	5	-7	-3	-11	7	-5	-4	·	2
CCCCNC(=O)c1onc(CSc2ccc(Cl)cc2)c1C(=O)O	·	26	8	-4	·	-6	·	-44	7
CC1CN(Cc2nc3c(c(=O)n(C)c(=O)n3C)n2CCc2ccccc2)CC(C)O1 (stereo unspecified)	4	3	20	23	-4	4	-5	-10	-6
O=C(Nc1ccccn1)c1c(O)c2cccc3c2n(c1=O)CCC3	2	-38	6	14	4	-18	28[fluorescence artefact?]	-4	15
N#Cc1c(-c2ccccc2)nc(-c2ccccc2)[nH]c1=O	·	5	17	5	·	0	·	-63	1
O=C(c1ccco1)N1CCN(C(c2ccccc2F)c2nnnn2Cc2cccs2)CC1 (stereo unspecified)	3	-1	-12	-4	-13	4	-12	6	-4
COc1ccc(N)cc1C#N	10	-45	7	6	-5	·	-10[fluorescence artefact?]	17	·
CCCCOc1ccc(CN(C)c2ncnc(N)n2)cc1	6	-24	-2	-2	-8	-18	7	16	18
CC(C)(C)n1nnnc1C(c1ccc(F)cc1)N(Cc1ccc(F)cc1)Cc1ccco1 (stereo unspecified)	5	1	4	-7	-6	-11	-10	-28	16
COc1cccc2cc(C(=O)NC(C)C3CCCO3)c(=O)oc12 (stereo unspecified)	0	-12	4	-7	-11	6	4[fluorescence artefact?]	14	-4
CCCc1cc(=O)[nH]c(SCc2ccc(Cl)cc2)n1	3	-26	-10	-151	0	-8	-3	-8	7
Cc1cc([N+](=O)[O-])ccc1NC(=S)NC(=O)Cc1ccccc1	6	11	-7	4	4	-8	4	8	9
Cc1cc(C)n(S(=O)(=O)c2ccc(C(C)(C)C)cc2)n1	5	-26	6	39	2[fluorescence artefact?]	-5	-7	3	8
COc1ccc(C(=O)COc2ccccc2N2C(=O)C3C4C=CC(C4)C3C2=O)cc1 (stereo unspecified)	6	-4	8	-5	9[fluorescence artefact?]	-12	2[fluorescence artefact?]	·	10
Cc1cc(C)nc(Nc2n[nH]c(Cc3ccccc3)n2)n1	6	-17	7	-8	7	-5	-21[fluorescence artefact?]	7	9
CCc1ccc(C2C(C#N)=C(N)Oc3n[nH]c(CC(=O)OC)c32)cc1 (stereo unspecified)	8	-7	23	-15	-15	4	-12	8	-4
O=C(Cc1ccccc1)Nc1ccc(C(=O)O)cc1	-2	2	6	-16	-4	-12	-3	-11	16
CCCCc1n[nH]c2c1/C(=N/O)CC(c1ccccc1)C2 (stereo unspecified)	9	-15	-11	3	-1	3	7	14	-3
Additional compounds:
SMILES	Calb biofilm kill	HUVEC tox TNFa	VCAM1 TNFa inh	IL1B cytotox	Smad3 FoxH1 inh	sEH inh	ERb SRC1 inh	cytoskel mod	sEH act
O=C(Oc1cccc(NC(=O)c2ccccc2Cl)c1)c1ccc([N+](=O)[O-])cc1	·	3	-7	-6	·	8	·	-17	-5
COC(=O)c1ccccc1NC(=O)C1CCCN(S(C)(=O)=O)C1 (stereo unspecified)	11	20	10	-26	-1	-1	7	-1	-2
COc1ccc(-c2[nH]c(-c3ccc4c(c3)OCO4)nc2-c2ccccc2)cc1	·	-4	-6	-18	·	7	·	-17	-5
CN(c1cc(=O)n2ccccc2n1)C1CCCCC1	6	-40	2	-7	12[fluorescence artefact?]	12	-4[fluorescence artefact?]	14	-9
Cc1c(NC(=O)CSc2cccc3cccnc23)c(=O)n(-c2ccccc2)n1C	-1	2	-2	-116	1	-12	-13	-8	10
N#CC1=C2SCN(Cc3ccccc3)CN2C(=O)CC1c1ccccc1F (stereo unspecified)	3	-16	5	-14	12	6	-11	-6	-5
COc1cc(C(=O)N2CCC(c3nc(-c4cccnc4)no3)CC2)cc(OC)c1OC	8	22	3	-7	1	7	-7	32	-8
CCOc1cc(C(=O)Nc2cc(C)ccn2)cc(OCC)c1OCC	8	-6	0	-17	14	-11	-1	-24	10
c1ccc(-c2nc(N3CCNCC3)nc3ccccc23)cc1	6	-18	16	2	9	0	7	-9	1
COc1cccc(-c2nn(-c3ccccc3)cc2C(=O)n2nnc3ccccc32)c1	3	-2	-12	-4	6	10	3[fluorescence artefact?]	6	-7
CCN1C(=O)C2(/C(=C(\O)c3ccc4c(c3)OCCO4)C(=O)C(=O)N2CCCOC)c2ccccc21 (stereo unspecified)	9	-24	20	5	10	-4	2	11	1
O=C(Cc1cccs1)Nc1ccc(N2CCOCC2)cc1	·	-7	15	16	·	9	·	6	-6
CCCCC(=O)NNC(=S)NC(=O)c1cccc([N+](=O)[O-])c1	·	-6	0	-2	·	-9	·	32	10

4 records picked at random from those above, as already listed:
SMILES	Calb biofilm kill	HUVEC tox TNFa	VCAM1 TNFa inh	IL1B cytotox	Smad3 FoxH1 inh	sEH inh	ERb SRC1 inh	cytoskel mod	sEH act
COc1cc(C(=O)N2CCC(c3nc(-c4cccnc4)no3)CC2)cc(OC)c1OC	8	22	3	-7	1	7	-7	32	-8
COC(=O)c1sc(S(=O)(=O)N2CCC(C(=O)O)CC2)c(C(=O)OC)c1C	·	-20	-43	-15	·	15	·	-5	-14
c1ccc2c(COn3nnc4ccccc43)cccc2c1	2	1	15	17	-3	-14	-7	3	14
CCOC(=O)CSc1nnc(C2CCCCC2)n1C	7	-19	4	-33	6	·	-21[fluorescence artefact?]	-8	·
